Rad51 HR inh: Rad51 (human) homologous recombination inhibition. inhibition, % at 10 µM. hRad51 DNA strand exchange, fluorescence dequenching. hit rate 0.085% among 200,000. Q06609;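 active = inhibition above 40% at the single screening dose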;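 also: 0% = DMSO control wells and 100% = blanks with heterologous ssDNA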
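Test system: preformed human Rad51 ssDNA filaments; also added: Donor/quencher-labelled 47-bp dsDNA substrate; doses: 10 µM final, single point; times: 37 °C 15-min filament assembly, 30-min compound preincubation, 15-min exchange; detection: FRET fluorescence dequenching, excitation 485 nm, emission 520 nm; read-out basis: Fluorescence-based percent inhibition, control- and blank-normalised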
FXIIa inh 1536: factor XIIa (human) inhibition; purified FXIIa, Boc-QGR-AMC fluorogenic substrate, 2 h; inhibition, % at 5 µM; hit rate 0.3% among 220,000; AID 800; in the data active = inhibition above about 40%;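 also: 0% = enzyme with no compound and 100% = blank without enzyme; many of its hits are not listed in these tables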
L929 necroptosis: blocks zVAD induced death of L929 cells; hit rate 0.38% among 220,000; L929 zVAD necroptosis rescue, ATP luminescence, 24 h; with zVAD 60 µM; viability rescue, % at 10 µM;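 active = activation, scaled between plate controls, above about 75%, limit read from the data; inactive = activation under that limit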;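 also: 0% = zVAD with DMSO and 100% = DMSO alone without zVAD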
FXIa inh: blocks human coagulation factor XIa protease activity; P03951; purified FXIa, Boc-Glu-Ala-Arg-AMC fluorogenic substrate; inhibition, % at 5 µM; hit rate 0.14% among 220,000;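 active = inhibition of at least 40%; inactive = inhibition below 40%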;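 also: fluorescence of freed AMC excited at 355 nm; 0% = enzyme without compound and 100% = no enzyme blank; many of its hits are not listed in these tables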
Thrombin inh: inhibitors of human thrombin | alpha-thrombin, Boc-VPR-AMC fluorogenic substrate cleavage | hit rate 0.26% among 220,000 | inhibition, % at 5 µM | AID 1046 | P00734;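 active = inhibition at or above 40%; inactive = inhibition below 40%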;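 also: 0% = enzyme with no compound and 100% = wells without enzyme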
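System – human alpha-thrombin protein · Reagent – Boc-VPR-AMC substrate, 15 µM final · Compound – 5 µM single dose in 0.2% DMSO · Schedule – reaction at room temperature · Technique – AMC fluorescence at 355 nm excitation and 460 nm emission · Read-out basis – % inhibition relative to enzyme controls and enzyme-free blanks · Control set – no-compound enzyme wells and no-enzyme blanks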
KCC2 mod: modulates chloride dependent transport by human KCC2 | Q9H2X9 | KCC2 cells, thallium flux FluoZin-2 fluorescence | hit rate 2.2% among 190,000 | B-score of Tl+ flux slope (higher = more flux/activation; lower = inhibition) at 10 µM;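 active = thallium flux slope and its plate-corrected score both differing from the plate sample mean at a set confidence after two filtering rounds, in either direction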;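 also: slope of fluorescence scaled to starting intensity during 10 to 20 s after thallium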
Target sequence (Q9H2X9 whole entry, looked up): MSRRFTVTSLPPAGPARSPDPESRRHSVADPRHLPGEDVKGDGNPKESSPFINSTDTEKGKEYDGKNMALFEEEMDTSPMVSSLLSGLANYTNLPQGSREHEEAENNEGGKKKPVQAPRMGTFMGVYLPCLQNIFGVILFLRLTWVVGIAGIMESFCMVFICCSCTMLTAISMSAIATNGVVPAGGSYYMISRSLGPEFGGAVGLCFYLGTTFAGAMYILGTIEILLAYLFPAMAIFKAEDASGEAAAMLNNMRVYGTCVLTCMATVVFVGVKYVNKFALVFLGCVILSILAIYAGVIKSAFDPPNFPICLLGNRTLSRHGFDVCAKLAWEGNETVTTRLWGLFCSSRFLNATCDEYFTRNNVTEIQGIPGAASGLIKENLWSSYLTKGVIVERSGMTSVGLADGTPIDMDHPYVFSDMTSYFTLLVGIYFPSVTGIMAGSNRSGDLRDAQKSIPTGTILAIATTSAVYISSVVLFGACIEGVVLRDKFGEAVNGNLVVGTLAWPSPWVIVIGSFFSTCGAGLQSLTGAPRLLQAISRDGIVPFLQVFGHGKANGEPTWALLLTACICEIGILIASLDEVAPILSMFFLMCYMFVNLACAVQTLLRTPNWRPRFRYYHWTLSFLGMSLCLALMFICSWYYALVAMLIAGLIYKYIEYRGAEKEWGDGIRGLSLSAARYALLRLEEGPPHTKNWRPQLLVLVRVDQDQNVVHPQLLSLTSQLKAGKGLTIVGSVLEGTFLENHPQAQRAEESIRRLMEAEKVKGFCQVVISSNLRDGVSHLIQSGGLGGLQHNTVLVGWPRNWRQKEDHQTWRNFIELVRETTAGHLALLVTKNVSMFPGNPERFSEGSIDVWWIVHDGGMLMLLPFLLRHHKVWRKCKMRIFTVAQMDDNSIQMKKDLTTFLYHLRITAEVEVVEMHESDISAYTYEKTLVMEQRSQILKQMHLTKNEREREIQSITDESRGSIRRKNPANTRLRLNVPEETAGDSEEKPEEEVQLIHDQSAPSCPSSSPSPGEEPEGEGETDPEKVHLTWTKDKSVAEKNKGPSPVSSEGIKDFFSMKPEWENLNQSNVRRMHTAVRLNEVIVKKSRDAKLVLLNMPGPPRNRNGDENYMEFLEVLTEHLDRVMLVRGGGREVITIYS
Hck Nef HTS: human Hck-Nef kinase inhibition | P08631 | Recombinant Hck-YEEI plus Nef, Z-Lyte FRET kinase assay | inhibition, % at 20 µM | hit rate 0.68% among 220,000 | AID 463187;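 active = Hck-Nef kinase inhibition above about 50%, limit read from the data; inactive = inhibition below that limit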;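 also: 0% = DMSO with Hck plus Nef and 100% = Hck alone without Nef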
TNF necrop inh: blocks TNF-alpha induced death of Jurkat FADD-/- cells. AID 463075. activation (protection from cell death), % at 10 µM. hit rate 0.068% among 220,000. Jurkat FADD-/- TNF necroptosis rescue, ATP luminescence, 24 h; 0 = TNF only, 100 = no-TNF cells;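 active = activation, meaning protection from cell death, of at least 50% relative to plate controls; inactive = activation below 50%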;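 also: necroptosis triggered by 40 ng/mL TNF-alpha added together with compound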
KLK5 inh: kallikrein 5 (human) inhibition | AID 873 | recombinant hK5, fluorogenic AMC substrate cleavage | inhibition, % at 5 µM | hit rate 0.59% among 210,000 | Q9Y337;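 active = inhibition of 40% or more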;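 also: 0% = enzyme controls without compound and 100% = no-enzyme blanks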
An asterisk follows results filed as active; · = no result given. This is a subset, so the mix of outcomes need not match the whole.

SMILES	Rad51 HR inh	FXIIa inh 1536	L929 necroptosis	FXIa inh	Thrombin inh	KCC2 mod	Hck Nef HTS	TNF necrop inh	KLK5 inh
O=C(NCC1CCCO1)C1CC(c2ccccc2Cl)=NO1 (stereo unspecified)	-9	15	-0.8	3	2	1.1	2	-0.8	2
CCN(CC)S(=O)(=O)c1ccc(OC)c(NC(=O)c2cccc(C)c2[N+](=O)[O-])c1	-45	11	1.6	-1	-3	-1.2	9	-0.8	1
CSc1ncccc1C(=O)OCC(=O)c1ccccc1Br	·	2	0.9	-5	-2	-0.11	17	-1.5	-5
Cc1[nH]nc(N2CCCCCC2)c1[N+](=O)[O-]	1	2	0.5	-3	-1	-0.44	1	-0.7	-7
Cc1ccc(CNC(=O)COc2ccc(C(=O)c3ccc(F)cc3)cc2)cc1	0	11	1.4	6	-2	0.13	1	2.8	18
O=C(CSc1ccc(F)cc1)NC1CCCCC1	-2	0	1.8	-7	-1	0.0013	-1	15	-24
COC(=O)c1sc(NC(=O)c2ccc(OC)cc2OC)nc1C	3	·	-1.3	·	·	-0.26	4	-6.8	·
CC(C)C(=O)NC(=O)COC(=O)/C=C/c1cccs1	32	4	1.1	-5	1	-0.96	0	-0.5	-6
CCCc1n[nH]c2c1C(=O)CC(C)(C)C2	-10	21	6.1	-1	6	0.76	2	-0.5	-14
Cc1cccc(NC(=O)/C(=C\c2ccc([N+](=O)[O-])o2)NC(=O)c2ccc(Cl)cc2)c1	5	7	1.8	-1	-5	-0.44	5	-1.0	-36
COc1ccc(S(=O)(=O)N(CC(=O)NCc2ccco2)c2ccccc2)cc1	-5	2	0.5	-15	-2	·	2	0.5	-16
C/C=C/c1ccc(OCC(O)CN2CCCCCCC2)c(OC)c1 (stereo unspecified)	9	4	-0.6	-3	6	·	23	-0.7	1
COc1cc(/C=C(\C#N)c2nc3ccccc3s2)cc([N+](=O)[O-])c1O	-16	9	-1.3	2	0	-1.8	22	-2.8	4
O=C(O)C1(NS(=O)(=O)c2ccc(F)c(Cl)c2)CCCCC1	2	14	-0.3	-3	12	-0.045	0	-1.2	29
C=CCSc1nnc(CNC(=O)c2ccc(Cl)cc2)n1CC	20	1	0.5	-8	-6	0.0081	-4	1.1	-10
Cc1cc(C(=O)Cn2nc(C(=O)O)c3ccccc3c2=O)c(C)n1-c1cccc(C(F)(F)F)c1	2	24	-0.1	72*	17	-1.8	1	-6.2	24
O=C(NCCN1CCCC1)c1cccc(Cl)c1	12	-4	1.4	-1	-1	0.1	-9	1.4	-26
COc1ccccc1-c1nnc(-c2ccc(N3CCOCC3)cc2)o1	3	-23	-0.3	-6	-6	-0.049	12	-1.5	-49
O=C1CC(=O)N(c2ccccc2)N1c1ccccc1	·	7	1.2	2	3	0.93	3	1.0	0
Cc1cc(C)nc(SCc2nnc(SCC(N)=O)o2)n1	-3	10	0.7	5	·	0.82	15	0.9	0

Grouped by structure: those above containing a furan ring, fused or not.
SMILES	Rad51 HR inh	FXIIa inh 1536	L929 necroptosis	FXIa inh	Thrombin inh	KCC2 mod	Hck Nef HTS	TNF necrop inh	KLK5 inh
Cc1cccc(NC(=O)/C(=C\c2ccc([N+](=O)[O-])o2)NC(=O)c2ccc(Cl)cc2)c1	5	7	1.8	-1	-5	-0.44	5	-1.0	-36
COc1ccc(S(=O)(=O)N(CC(=O)NCc2ccco2)c2ccccc2)cc1	-5	2	0.5	-15	-2	·	2	0.5	-16

Continuation.
SMILES	Rad51 HR inh	FXIIa inh 1536	L929 necroptosis	FXIa inh	Thrombin inh	KCC2 mod	Hck Nef HTS	TNF necrop inh	KLK5 inh
O=C(Oc1cc(=O)oc2c1c(=O)n1c3c(cccc23)CC1)c1ccc(F)cc1	4	21	0.5	6	-2	-1.4	4	-4.4	-8
O=S(=O)(c1ccc(NC(=S)NCCC(c2ccccc2)c2ccccc2)cc1)N1CCOCC1	-4	12	-0.3	7	-4	-0.26	5	0.3	-8
OCCC1CN(Cc2cccc3nccnc23)CCN1C1CCCC1 (stereo unspecified)	·	4	-0.8	-2	-1	0.28	-5	1.6	·
CCOC(=O)Cc1nn(C)c(=O)c2ccccc12	-1	17	0.1	5	3	1.2	1	-3.5	-22
COCc1cc(CN2CCN(Cc3ccsc3)C(CCO)C2)ccc1OC (stereo unspecified)	-7	13	1.1	0	-3	0.77	17	-0.4	3
COc1ccc(/C=N/n2c(=S)n(C)c3ccccc32)cc1OC	-4	3	1.0	-10	-7	-1.1	1	-2.3	-2
CCCNC(=O)C1CCN(c2nc(C)cc(C)n2)CC1	5	17	0.7	5	-1	-0.015	1	-2.4	1
COc1ccc(OC)c(-c2nnc(SCC(=O)N3CCCc4ccccc43)o2)c1	-2	15	-0.3	2	3	-0.64	1	-3.4	-20
CC(C)Cc1nc2sc3c(SCC(N)=O)ncnc3c2c2c1CCC2	6	3	1.6	-9	-13	1.8	15	-1.7	-5
CC1CCC(C(=O)NC(C(=O)NCCN2CCC(C)CC2)C(C)C)CC1 (stereo unspecified)	1	11	-0.3	2	-4	-0.27	-1	-0.6	-25
COc1ccc(C2(C)NC(=O)N(CC(=O)Nc3ccc(-c4nc5ccc(C)cc5s4)cc3)C2=O)cc1 (stereo unspecified)	·	3	2.6	-2	-7	-0.64	7	-3.8	4
CC(C)Cn1c(SCc2nnc(-c3cccs3)o2)nc(O)cc1=O	-4	3	2.8	-1	-2	-0.97	-17	1.3	2
O=C(Cn1c(=O)oc2ccccc21)N1CCN(c2ccccc2)CC1	-2	-17	0.1	-17	-4	-1.6	0	0.1	-18
O=c1[nH]c(N2CCN(Cc3ccc4c(c3)OCO4)CC2)nc2c1CCCC2	9	5	2.0	-4	-6	-1.1	3	-0.4	-1
Cc1ccc(S(=O)(=O)n2cnc3ccccc32)c(C)c1	-2	2	0.5	2	-5	·	-2	0.0	-24
CC(=O)Nc1ccc(NC(=O)CNS(=O)(=O)c2ccc(C)cc2)cc1	2	-1	0.5	-6	-1	1	6	8.1	-4
CCNC(=O)CCSc1nnc(-c2ccco2)o1	2	2	0.9	-4	-6	-0.13	2	1.5	-24
O=C(CSc1nnc(-c2ccncc2)n1CC1CCCO1)NCc1ccccc1 (stereo unspecified)	9	10	0.0	7	0	0.012	1	-2.0	3
COc1ccccc1-c1noc(-c2cc(OC)c(OC)c(OC)c2)n1	-1	13	-0.6	7	3	-0.7	-3	-0.7	-20
CN(C)c1nc2n(c(=O)n1)C(C#N)CS2 (stereo unspecified)	-5	14	-0.6	2	-2	0.44	-12	0.1	1
COc1ccc(NC(=O)c2nc[nH]c2C(=O)N[C@@H](C)c2ccccc2)cc1	0	0	0.6	-7	-7	0.92	27	3.8	-6
CCn1c(SCC(=O)Nc2ccc(Cl)cc2)nc2nc3c(cc2c1=O)CCCC3	-3	0	-0.8	7	9	4.8*	1	3.7	35
COC(=O)c1ccc(COC(=O)c2ccc(-n3cnnn3)cc2)o1	5	18	0.5	2	3	0.22	1	0.1	-8
COCCOC(=O)C1=C(N)OC2=C(C(=O)CCC2)C1c1cccnc1 (stereo unspecified)	-12	9	2.1	5	5	-0.9	-8	1.3	-3
CC(C)C[C@H](NC(=O)[C@@H]1Cc2ccccc2CN1C(=O)OC(C)(C)C)C(=O)NCC1CCC(C(=O)O)CC1 (stereo partly specified)	14	5	0.0	-4	-2	-0.34	30	1.1	-1
CC(=O)NCC1CCCN(Cc2cn(-c3ccccc3F)nc2-c2cc(C)sc2C)C1 (stereo unspecified)	-3	6	-1.8	-2	-8	0.11	21	5.9	2
O=C(Nc1ccccc1)c1nccn1Cc1ccc(F)cc1	5	3	0.2	-5	-11	-1.5	-6	3.2	-8
Cc1oc(=O)c(NC(=O)c2ccc(Cl)cc2)cc1C(=O)c1ccccc1	-1	11	0.6	8	2	-0.36	1	-0.9	-9
O=C(/C=C/c1ccccc1)N1c2ccccc2Sc2ccc(C(F)(F)F)cc21	-2	4	-0.7	-7	-10	0.44	-4	1.3	0
COC(=O)C1=C(CN2CCc3ccccc32)NC(=O)NC1c1cc(C)ccc1C (stereo unspecified)	·	19	-0.1	0	2	0.97	-1	-1.9	-4
CCc1ccc(N2CC(C(=O)Nc3cc(C)on3)CC2=O)cc1 (stereo unspecified)	6	14	1.5	-2	1	0.084	15	-0.7	-5
CCOC(=O)C1=C(O)C(=O)N(Cc2ccc(C(C)(C)C)cc2)CC1	-2	11	1.6	5	2	0.56	-10	-0.1	·
Cc1ccc2nsnc2c1NC(=O)CCl	2	6	53	0	-7	0.089	16	16	3
Cc1ccc2nc3c(cc2c1)c(NC(=O)c1ccccn1)nn3CC(C)C	14	-7	0.1	-5	-4	·	21	-1.0	-55
Cc1nn(-c2ccccc2)c2c1C(c1c(C)[nH]c(C#N)c1C)C(C#N)=C(N)O2 (stereo unspecified)	14	-3	-0.2	-11	-11	·	0	-0.9	-28
CCn1nc(C)c(CNC(=O)CCc2nnc(Cc3c[nH]c4ccccc34)o2)c1C	·	4	0.7	3	-2	0.46	3	0.1	-27
CC1CCN(C(=O)CSc2nc(N)cc(N)n2)CC1	-3	-4	0.0	-6	-4	-0.12	2	-0.6	-7
O=C1c2ccccc2C(=O)N1OCCOCCOCCON1C(=O)c2ccccc2C1=O	2	16	-0.3	20	-8	0.69	1	-0.8	3
O=C(CSCc1ccccc1)NNC(=S)Nc1cccc(Cl)c1Cl	-7	17	0.5	17	-7	3.6	1	-0.5	-228
Cc1nnsc1C(=O)NC(C)C12CC3CC(CC(C3)C1)C2 (stereo unspecified)	8	10	1.3	-1	0	0.74	-1	-1.0	-11
N/C(=N/OC(=O)c1ccc(Cl)cc1)c1ncc([N+](=O)[O-])s1	7	3	2.0	-1	-5	1	19	-17	0
CSc1nc(-c2ccc(C)cc2)nc(C(Cl)Cl)n1	·	11	-0.4	4	-1	0.64	2	-4.1	1
C[C@@H]1C[C@H](O)c2cc(Cl)ccc2N1	1	18	0.0	7	2	3	3	-1.0	-63
Cc1ccc(NCc2nnc3n2CCCCC3)c(C)c1	-7	10	0.6	-1	0	-0.17	-7	-0.5	3
CC1(C)N=C(SCC(=O)Nc2ccc(Cl)cc2)C(c2ccc(Cl)cc2)=N1	-3	7	-0.5	-2	-2	0.48	0	-4.6	2
Oc1ccccc1/C=N/Nc1nccnc1Cl	4	-1	31	6	25	·	0	-13	11
COc1cc(Br)c(CCNC(=O)c2ccco2)cc1OC	16	6	1.4	-2	-1	0.44	-8	0.8	1
O=C(Cc1cccs1)Nc1ccc(-c2nnc(-c3ccco3)o2)cc1	7	5	0.8	2	-3	·	38	1.0	-1
Cc1cc(Nc2nc3c(c(=O)n(C)c(=O)n3C)n2C)n(-c2ccc(Cl)cc2)n1	3	10	-0.6	-3	-5	-0.12	-2	-0.7	-19
CCC(C)N(CCNC(=O)CC1Oc2ccc(C)cc2NC1=O)C1CCCCC1 (stereo unspecified)	3	8	1.1	-1	-2	·	0	1.4	-4
CCOc1cc(/C=N/Nc2nn3cnnc3c3ccccc23)ccc1O	·	11	-2.0	4	-2	-0.64	32	-4.8	4

Source: PubChem (several laboratories)
